# Source: PubChem BioAssay (several laboratories)
# PLK1 kinase inh: PLK1 (human) kinase inhibition | P53350 | recombinant PLK1 kinase, TR-FRET peptide phosphorylation | inhibition, % at 10 µM | actives 0.53% (n = 97,000);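 active = inhibition of 50% or more in the single-concentration screen; inactive = inhibition below 50%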;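 note: 0% = DMSO max control and 100% = H-89 dihydrochloride min control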
# Rev-RRE block: HIV Rev-RRE protein-RNA interaction inhibition. inhibition, % at 8 µM. actives 0.79% (n = 97,000). Rev peptide-RRE RNA binding, FRET. P05866;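 active = inhibition above the screen-wide mean plus 3 SD, cut at about 35% in these data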;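 note: 0% = median DMSO wells and 100% = median Neomycin B control wells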
# Target sequence (P05866 whole entry, looked up): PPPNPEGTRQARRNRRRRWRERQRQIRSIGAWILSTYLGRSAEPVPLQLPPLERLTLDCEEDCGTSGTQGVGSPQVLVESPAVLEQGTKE
#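 System: Cy5-labelled duplex RRE RNA binding fluorescein-labelled HIV Rev peptide; Signal: fluorescein-to-Cy5 FRET, 480 nm excitation; Also added: labelled Rev peptide; Compound: one concentration, 8 µM nominal; Buffer or medium: HEPES pH 7.5 salt buffer with EDTA; Read-out: % inhibition of FRET ratio versus controls; Schedule: 5 min preincubation and 15 min binding, 25 °C.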
# FAK inh: blocks human focal adhesion kinase activity. Q05397. biochemical FAK kinase activity assay. inhibition, %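 (tested at 7 µM)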. actives 0.84% (n = 97,000). AID 727; in the data active = inhibition above about 19%;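 note: 0% = DMSO and 100% = reference compound high control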
# ERb SRC1 inh: blocks coactivator binding to human estrogen receptor beta. Q92731. TR-FRET ER-beta LBD / SRC1-Cy5 peptide binding; receptor agonist-loaded with 1 µM estradiol. inhibition, % at 25.6 µM. actives 1.3% (n = 86,000). AID 633;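 active = compounds whose percent inhibition of the receptor-coactivator binding signal exceeds about 50% in the single-dose screen, limit read from the data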;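 note: 0% = receptor plus peptide wells without compound and 100% = peptide-only wells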
# ERa coact inh: blocks coactivator binding to human estrogen receptor alpha; TR-FRET ER-alpha LBD / SRC-1 peptide, estradiol-bound; actives 1.7% (n = 86,000); inhibition, % at 25.6 µM; P03372; in the data active = inhibition above about 50%;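 note: 0% = receptor plus peptide control and 100% = peptide only without receptor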
# PLK1 PBD inh: Plk1 (human) PBD binding inhibition | AID 693 | inhibition, %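 (tested at about 20 µM)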 | Plk1 PBD phosphopeptide binding, fluorescence polarization | actives 0.13% (n = 97,000); in the data active = inhibition above about 34%, passing the limit was not always enough
# Mac1 fbg inh: blocks human CD11b/CD18 adhesion to fibrinogen; P05107+P11215; actives 0.54% (n = 93,000); AID 1497; inhibition, % at 10 µM; K562 CD11b/CD18 adhesion to fibrinogen, ATPlite luminescence; Mn2+ added to activate the integrin;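 active = primary inhibition of 50% or more at 10 µM, then 40% or more on retest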; note: some results filed as inactive read as strong as hits
# Target sequence (P05107 whole entry, looked up, other chains not shown): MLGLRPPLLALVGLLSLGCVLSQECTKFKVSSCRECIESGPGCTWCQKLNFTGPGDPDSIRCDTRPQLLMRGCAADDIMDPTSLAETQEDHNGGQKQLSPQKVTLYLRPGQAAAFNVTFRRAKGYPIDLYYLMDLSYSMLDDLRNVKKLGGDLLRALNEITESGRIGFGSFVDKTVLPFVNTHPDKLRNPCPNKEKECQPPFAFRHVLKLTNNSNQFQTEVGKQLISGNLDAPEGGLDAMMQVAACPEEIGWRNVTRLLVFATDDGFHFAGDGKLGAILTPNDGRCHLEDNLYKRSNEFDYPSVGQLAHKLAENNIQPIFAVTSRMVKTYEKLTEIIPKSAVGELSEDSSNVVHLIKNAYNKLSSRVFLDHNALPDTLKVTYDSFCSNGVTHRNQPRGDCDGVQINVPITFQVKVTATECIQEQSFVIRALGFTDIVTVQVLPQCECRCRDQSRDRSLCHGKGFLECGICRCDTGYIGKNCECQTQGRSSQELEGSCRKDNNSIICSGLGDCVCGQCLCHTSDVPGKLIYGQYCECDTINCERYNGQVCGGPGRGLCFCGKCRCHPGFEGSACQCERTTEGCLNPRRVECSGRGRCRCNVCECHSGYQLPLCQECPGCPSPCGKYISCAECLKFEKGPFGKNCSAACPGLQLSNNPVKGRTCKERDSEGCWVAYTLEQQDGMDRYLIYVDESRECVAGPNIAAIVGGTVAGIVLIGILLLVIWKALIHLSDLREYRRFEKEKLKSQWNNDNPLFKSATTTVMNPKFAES
# Mac1 fbg enh: enhancers of human CD11b/CD18 binding to fibrinogen; P05107+P11215; K562 CD11b/CD18 adhesion to fibrinogen, ATPlite luminescence; activation, % at 10 µM; actives 0.07% (n = 93,000); AID 1499;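 active = 10 µM primary screen giving 50% or more activity, confirmed by 40% or more on retest at that dose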; note: strong numbers were not always called active
# ERa SRC1 pot: ER-alpha (human) coactivator binding potentiation. TR-FRET ERalpha-LBD/SRC-Cy5 coactivator binding, 2 h; 100 = basal binding, no effect. coactivator binding (% of control), % at 25.6 µM. actives 1.3% (n = 86,000); in the data active = activity above about 200%;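 note: binding measured in presence of low estradiol as agonist stimulus; 0% = peptide alone without receptor and 100% = receptor with peptide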
# Active calls of the source: *; i = inactive; nt = not tested or not shown; [ ] = dose if it differs, or a comment.
smiles	PLK1 kinase inh	Rev-RRE block	FAK inh	ERb SRC1 inh	ERa coact inh	PLK1 PBD inh	Mac1 fbg inh	Mac1 fbg enh	ERa SRC1 pot
Cc1ccc(-c2noc(C3CCCN(C(=O)c4ccccc4)C3)n2)o1 (stereo not drawn)	-11	9	0	-1	-3	-19	-21	6	112[fluorescence artefact?]
CCN(CC)S(=O)(=O)c1ccc(C(=O)N2CCN=C2SCc2cccnc2)cc1	-17	3	7	3	-1	23	-10	0	132
Cn1c(SCC(=O)N2CCOCC2)nc(O)cc1=O	-10	9	0	-3	-10	15	-8	-4	121
O=C(NC(=S)Nc1cc([N+](=O)[O-])ccc1Cl)c1ccccc1	-14	12	3	-7	14	-1	0	-3	106
Cc1noc(NC(=O)c2ccc(F)cc2)c1C#N	-18	1	4	nt	nt	-10	7	-2	nt
Cc1ccc(C(=O)NCc2ccco2)cc1Br	-12	4	2	5	9	11	-44	2	86
O=C(Nc1cccc(Cn2cccn2)c1)c1cc2c(s1)CCCC2	-12	11	4	11[fluorescence artefact?]	14[fluorescence artefact?]	-3	26	-1	116
CN(C)c1ccc(CNCCC2(O)CCOC(C)(C)C2)cc1 (stereo not drawn)	nt	nt	nt	-3[fluorescence artefact?]	-2	nt	-16	-4	106
CC(=O)c1nn(-c2cccc(Br)c2)cc1C(=O)c1ccco1	-1	-1	1	-7[fluorescence artefact?]	-3	-13	nt	nt	105
CCc1nn2c(=O)cc(CSc3nc4sc5c(c4c(=O)n3C)CCCC5)nc2s1	-10	-2	7	53*[fluorescence artefact?]	38[fluorescence artefact?]	-5	nt	nt	85
CCc1ccc(C2(C)SC(NC(C)=O)=NN2C(C)=O)cc1 (stereo not drawn)	23	1	4	nt	nt	-12	4	-6	nt
Cc1c(C(=O)Nc2ccncc2)oc2c1C(=O)CC(C)(C)C2	9	2	3	-2	-2	-7	-6	1	115
Cc1cccc(CS(=O)(=O)Cc2ccc(C(=O)NCc3cccnc3)o2)c1	nt	nt	nt	17[fluorescence artefact?]	-1[fluorescence artefact?]	nt	8	-1	110[fluorescence artefact?]
CCOC(=O)CSc1nc(N(C)C)nc(N(C)C#N)n1	2	-1	-9	3	-3	-1	nt	nt	114
O=C(Nc1ccc2c(c1)CCC2)c1ccc(Br)o1	-5	2	0	nt	nt	-3	0	-3	nt
COC(=O)c1cccc(N2C(=O)c3cccnc3C2=O)c1	-11	7	5	23	22	-16	18	-2	108[fluorescence artefact?]
CCOc1ccc2nc(NC(=S)N(C)C)sc2c1	-31	2	2	7	-4	1	1	-3	94
O=C(C1=C(O)C(=O)N(Cc2ccco2)C1c1cccnc1)c1cc2ccccc2o1 (stereo not drawn)	0	7	-3	2	-19	9	0	3	95
CCCCNS(=O)(=O)c1cccc(S(=O)(=O)N2CCCC2)c1	nt	nt	nt	-8	0	nt	-7	1	107
CCCCc1nc2sc3c(SCC(=O)NCc4ccco4)ncnc3c2c2c1CCC2	i	12	-62	43[fluorescence artefact?]	34[fluorescence artefact?]	-7	nt	nt	575*[fluorescence artefact?]
Clc1ccc(Cc2nc(-c3cccnc3)no2)cc1	-5	5	-3	nt	nt	-33	nt	nt	nt
CCOc1ccc(N2C(=O)c3cccnc3C2Nc2ccc(C)c(C)c2)cc1 (stereo not drawn)	3	7	3	-7	-10[fluorescence artefact?]	2	-2	32	130
COC(=O)c1ccc(NC(=O)C2CC2)o1	-2	3	-3	nt	nt	-25	0	0	nt
O=C(CC(=O)c1ccccc1)Nc1ccc2c(c1)OCCO2	-22	3	5	-4	-3	14	-2	-1	102
COc1cccc(OC)c1C(=O)N1CC(C)OC(C)C1 (stereo not drawn)	5	11	2	-3	1	-14	-6	4	94
CCOC(=O)/C(C#N)=C/C1=C(N2CCCC2)CC(C)(C)OC1	-4	4	0	7	-2	-11	-2	-3	99
O=C(Nc1cccc(C(F)(F)F)c1)C1CCCN(c2ncccn2)C1 (stereo not drawn)	-11	15	-2	0	6[fluorescence artefact?]	23	-3	-1	129
Cc1ccc(-c2nc(COC(=O)c3c(C)noc3C)cs2)cc1	-6	15	-1	15[fluorescence artefact?]	-3	-8	13	0	113
Nc1nonc1-c1nc2ccccc2n1CC(=O)O	6	4	1	37	29	15	-3	-4	56
CCOc1ccc2nc3c(cc2c1)CN(CCCO)C(=NCCOC)S3	-2	6	6	8	0	-30	-5	3	92
Clc1ccc2oc(-c3ccccn3)nc2c1	-3	19	5	-11	-14	-17	13	-5	111
C[C@@H](C(=O)NCc1ccccc1)N1C(=O)C2CC=CCC2C1=O (stereo partly drawn)	-5	6	-1	1[fluorescence artefact?]	8[fluorescence artefact?]	8	5	-3	101
CCOC(=O)c1nn(-c2ccc(OCC)cc2)c2nc(CC(C)C)c(C#N)c(=O)n12	46	4	-3	18[fluorescence artefact?]	21[fluorescence artefact?]	-6	nt	nt	119
C=CCn1c(SCc2c(C)noc2C)nc2cc(C(=O)O)ccc2c1=O	-14	2	-7	5	14[fluorescence artefact?]	-14	nt	nt	95
CC1CCCCC1NC(=O)CSc1nc2ccccc2c(=O)n1Cc1ccco1 (stereo not drawn)	nt	nt	nt	11[fluorescence artefact?]	27[fluorescence artefact?]	nt	20	-3	131
COC(=O)CN1C(C)=Nc2ccc(Br)cc2C1c1ccccc1 (stereo not drawn)	-2	0	-3	nt	nt	-30	-38	-5	nt
CCc1c(C)nc2ncnn2c1NCCc1ccccc1	-12	-3	0	-4	-3	-25	nt	nt	107
CCc1nnc(SCC(=O)NC2CCCC2)nc1CC	-13	2	0	-18	3	20	-1	-2	102
c1ccc(-c2ccc(OCCOCCn3cncn3)cc2)cc1	-9	-3	2	46[fluorescence artefact?]	0	24	0	1	105
CCOc1nnc(C)c2c(C)n(-c3cccc(OC)c3)nc12	-7	14	-3	nt	nt	-34	nt	nt	nt
Cc1ccc(CNC(=O)CCNS(=O)(=O)c2cccc3nonc23)cc1	-5	8	0	-15	-3	-28	0	-1	126
O=C1Nc2ccccc2C12OCCCO2	-9	0	-10	-4	-1	19	-1	-1	130
CC(C)(C)NC(=O)/C(=C\c1ccc(Br)cc1)NC(=O)c1cccs1	2	12	7	nt	nt	-12	-3	-5	nt
COc1ccc(C(=O)/C=C2/c3ccccc3CC(C)(C)N2C)cc1	-4	1	1	nt	nt	-14	nt	nt	nt
Cc1cc(C)n(-c2ccc(-n3ccnc3)nn2)n1	-11	5	-1	41	9	-14	22	-5	67
COC(=O)N1CCN(c2ccc(C(C)=O)cc2)CC1	-9	6	0	-10	-4	9	-2	-3	123
CCNC(=O)OCC(CC)NC(=O)OCC(C)C (stereo not drawn)	-11	-2	0	-3[fluorescence artefact?]	9[fluorescence artefact?]	-16	3	-4	123[fluorescence artefact?]
COc1ccc(C(=S)N2CCN(C)CC2)cc1Br	-5	0	8	6[fluorescence artefact?]	-3[fluorescence artefact?]	-15	-2	-3	97
C=CCN1CCN(C(c2ccc(Cl)cc2)c2nnnn2CCc2ccc(OC)c(OC)c2)CC1 (stereo not drawn)	-13	9	0	0	2	4	-7	-1	106
CCN(CC)C(=O)CSc1nc2cc3c(cc2c(=O)n1Cc1ccc2c(c1)OCO2)OCO3	nt	nt	nt	2	-4	nt	-46	13	113

# Of the compounds above, 2 have fluorine:
smiles	PLK1 kinase inh	Rev-RRE block	FAK inh	ERb SRC1 inh	ERa coact inh	PLK1 PBD inh	Mac1 fbg inh	Mac1 fbg enh	ERa SRC1 pot
Cc1noc(NC(=O)c2ccc(F)cc2)c1C#N	-18	1	4	nt	nt	-10	7	-2	nt
O=C(Nc1cccc(C(F)(F)F)c1)C1CCCN(c2ncccn2)C1 (stereo not drawn)	-11	15	-2	0	6[fluorescence artefact?]	23	-3	-1	129

# (cont.)
smiles	PLK1 kinase inh	Rev-RRE block	FAK inh	ERb SRC1 inh	ERa coact inh	PLK1 PBD inh	Mac1 fbg inh	Mac1 fbg enh	ERa SRC1 pot
CCC(C)(C)n1nnnc1C(C(C)C)N(CCN1CCOCC1)Cc1cc2cccc(C)c2[nH]c1=O (stereo not drawn)	-12	2	0	3[fluorescence artefact?]	11	-15	-2	-3	95
O=C(OCCNC(=O)c1cc2ccccc2oc1=O)c1cccnc1	-7	2	1	5	11	12	-1	-3	75[fluorescence artefact?]
O=S(=O)(c1ccccc1)N1C2CCC1CC(O)(c1cccnc1)C2 (stereo not drawn)	-1	5	0	-10[fluorescence artefact?]	-1	14	-10	3	127[fluorescence artefact?]
Clc1ccc(Nc2nc(-c3cccs3)cs2)nc1	-4	6	2	2[fluorescence artefact?]	1	-7	78	-9	91
Cc1nc2ccccc2c2c1C(=O)N(C(C)C)C2=O	-4	1	1	9	13	-11	-18	4	99[fluorescence artefact?]
CC(=O)N1CCn2c3c(c(=O)c4cc(C)ccc42)CCC31 (stereo not drawn)	nt	nt	nt	15[fluorescence artefact?]	5	nt	-2	-2	105[fluorescence artefact?]
Cc1ccccc1N(CC(=O)NC1CCCC1)C(=O)CS(=O)CC(=O)Nc1ccc2c(c1)OCO2 (stereo not drawn)	-2	3	-5	-15	-6	16	-3	-1	93
Cc1ccc(N(C(=O)C2CCC(=O)N2)C2(C(=O)NC3CCCCC3)CCCCC2)cc1 (stereo not drawn)	-4	-2	-7	-1[fluorescence artefact?]	3[fluorescence artefact?]	-14	nt	nt	107
CCC(C)NCCCCOc1ccc(C)cc1[N+](=O)[O-] (stereo not drawn)	-8	-2	-2	nt	nt	-12	nt	nt	nt
COc1ccccc1NS(=O)(=O)c1cc(Cl)ccc1OC	nt	nt	nt	-2	2	nt	22	1	87
O=C(CSc1nc(-c2ccco2)cc(C(F)(F)F)n1)N1CCN(Cc2ccccc2)CC1	-7	-4	-1	1[fluorescence artefact?]	6[fluorescence artefact?]	-16	-4	1	107
Cc1ccc(C)c(NC(=S)NCCc2ccc(S(N)(=O)=O)cc2)c1	1	4	6	nt	nt	7	nt	nt	nt
O=S(Cc1cc(Oc2ccccc2)nc(-c2ccccc2)n1)c1ccccc1 (stereo not drawn)	-4	13	1	nt	nt	12	nt	nt	nt
CCOC(=O)n1c(=O)oc2cc(S(=O)(=O)N3CCOCC3)ccc21	-15	5	3	-4[fluorescence artefact?]	3	-9	8	-4	98
Cc1nc(SCC(=O)c2ccc(F)cc2)n[nH]1	nt	nt	nt	-8	-6	nt	-8	0	94
COC(=O)C(C)Sc1nc(-c2ccc(OC)cc2)nc2c1c(=O)n(C)c(=O)n2C (stereo not drawn)	-9	6	0	-10	-23	-21	nt	nt	114
CCc1nnc2sc(-c3ccc(NC(=O)c4ccc5c(c4)OCCO5)cc3)nn12	-11	-5	2	-2	24[fluorescence artefact?]	4	1	29	326*
CCOC(=O)C1CSC(CC(=O)Nc2ccc(OCC)cc2)C(=O)N1 (stereo not drawn)	-9	-2	1	-13	-12	14	nt	nt	90
CC1CN(C2CCN(C(=O)COc3ccccc3)CC2)CC(C)O1 (stereo not drawn)	-10	1	-1	2	-3	23	nt	nt	111
CCC(=O)N1CCNC(=O)C1CC(=O)Nc1ccc(C)c(Cl)c1 (stereo not drawn)	-13	9	-2	-9	-4	-22	6	2	111
Cc1cc(C)cc(COn2ccnc2)c1	1	2	-2	-5	-3	20	-7	-4	128
Cc1ccc(S(=O)(=O)Nn2c(C)ccc2C)cc1	-15	-3	-2	-17	-9	-15	12	25	108[fluorescence artefact?]
Cc1ccc(S(=O)(=O)Cc2ccc(C(=O)NCc3cccs3)o2)cc1	-14	4	-3	-9	-2	-23	-1	-1	97

# Random draw from the library (roughly 4.7% active in at least one column).
